RAD54 branch – blocks human RAD54 Holliday junction branch migration; inhibition, % at 10.4 µM; actives 0.14% (n = 360,000); Q92698; FAM/BHQ fluorescence; AID 602329;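 active = mean normalized replicate activity at least 40 and at least half of replicates scoring 40 or more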;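 also: 0% = median of neutral control wells and 100% = median of positive control wells; inhibitors cause a drop in the FAM fluorescence signal; in these data hits start at about 50%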
ERAP1 HTS inh – inhibitors of human ERAP1 aminopeptidase; Q9NZ08; recombinant ERAP1, Leu-AMC fluorescence, 60 min; actives 0.15% (n = 340,000); inhibition, % at 10.7 µM; AID 652197;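 active = mean replicate inhibition of at least 30%, or all replicates individually reaching that 30% level; inactive = mean below 30% and not every replicate reaching it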;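 also: 0% = neutral control wells and 100% = L-leucinethiol positive control wells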
Cneo AK release – causes C. neoformans cell lysis; adenylate kinase release luminescence, 4 h; normalised: neutral wells 0, clomiphene wells 100; lysis activity, % at 15 µM; actives 0.2% (n = 360,000);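 active = mean lysis activity across replicates of at least 80%, whatever share of replicates individually reach that level; inactive = mean lysis activity below 80%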
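Material – Cryptococcus neoformans yeast cells · Quantity – 5 × 10^6 yeast cells/mL · Buffer or medium – YPD medium · Compound – single dose · Timing – 4 h static compound exposure, 37 °C, read 1 h post-reagent · Signal – adenylate kinase release luminescence · Read-out basis – lysis from increased AK signal · Benchmarks – Clomiphene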
RAD52 anneal inh – RAD52 (human) annealing inhibition; AID 651710; inhibition, % at 18.7 µM; recombinant RAD52 DNA annealing, FRET fluorescence; actives 0.46% (n = 360,000); P43351;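 active = every replicate showing at least 50% inhibition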
Target sequence (P43351 whole entry, looked up): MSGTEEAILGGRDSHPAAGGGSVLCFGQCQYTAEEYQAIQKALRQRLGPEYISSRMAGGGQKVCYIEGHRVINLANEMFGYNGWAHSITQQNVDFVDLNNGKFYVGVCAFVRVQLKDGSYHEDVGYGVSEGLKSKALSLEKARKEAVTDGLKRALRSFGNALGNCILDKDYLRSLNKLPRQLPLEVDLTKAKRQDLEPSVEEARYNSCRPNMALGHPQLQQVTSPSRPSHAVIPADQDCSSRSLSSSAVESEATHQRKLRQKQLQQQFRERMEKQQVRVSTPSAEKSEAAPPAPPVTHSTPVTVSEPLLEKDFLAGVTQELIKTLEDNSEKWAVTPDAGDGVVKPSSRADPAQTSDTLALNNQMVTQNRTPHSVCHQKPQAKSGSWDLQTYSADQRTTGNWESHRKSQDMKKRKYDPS
PGC1a acetyl inh – PGC1a acetylation modulation, inhibitor mode; U2OS PGC1a acetylation, AlphaScreen anti-acetyl-lysine; with virally co-expressed GCN5 acetyltransferase; inhibition, % at 15.6 µM; actives 0.17% (n = 350,000);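 active = every replicate shows inhibition of at least 40%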;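 also: 0% = neutral control wells and 100% = positive control wells; some results beyond the cut were filed as inactive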
E-sel inducer – induces E-selectin expression in human endothelial cells; HUVEC E-selectin immunofluorescence imaging; normalized: neutral wells 0, TNF-alpha wells 100; activation, % at 7.58 µM; actives 0.37% (n = 260,000);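 active = mean E-selectin-positive cell signal at least 10% of the positive control, reached in at least 60% of replicates, without over 20% cell loss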;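 also: in these data hits start at about 27%; measured in HUVEC primary endothelial cells; signal is the percent of cells scored E-selectin positive by PE staining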
Target sequence (P16581 whole entry, looked up): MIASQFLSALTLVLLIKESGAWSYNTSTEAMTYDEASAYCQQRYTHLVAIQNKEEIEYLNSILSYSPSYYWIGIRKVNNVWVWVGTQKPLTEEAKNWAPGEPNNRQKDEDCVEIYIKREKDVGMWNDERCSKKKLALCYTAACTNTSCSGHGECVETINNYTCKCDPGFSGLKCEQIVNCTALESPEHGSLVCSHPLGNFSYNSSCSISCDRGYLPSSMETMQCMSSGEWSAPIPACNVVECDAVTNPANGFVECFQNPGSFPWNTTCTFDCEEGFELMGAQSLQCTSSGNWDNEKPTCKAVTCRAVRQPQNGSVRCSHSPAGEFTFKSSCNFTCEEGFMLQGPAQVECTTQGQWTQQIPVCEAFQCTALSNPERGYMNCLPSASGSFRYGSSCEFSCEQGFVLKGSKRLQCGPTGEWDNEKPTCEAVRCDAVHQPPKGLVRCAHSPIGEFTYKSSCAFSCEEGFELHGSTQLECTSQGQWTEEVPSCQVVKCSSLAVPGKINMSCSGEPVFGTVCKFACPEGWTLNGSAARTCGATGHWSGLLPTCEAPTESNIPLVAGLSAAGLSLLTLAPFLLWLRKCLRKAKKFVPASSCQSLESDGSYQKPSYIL
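Read-out basis: % PE-positive cells; Test system: HUVEC primary endothelial cells; Technique: immunofluorescence imaging; Dosing: single-point compound dose.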
PglD inh – inhibitors of Campylobacter jejuni PglD acetyltransferase; actives 0.098% (n = 360,000); purified PglD enzyme, DTNB colorimetric CoA detection; AID 602405; inhibition, % at 12.5 µM; in the data active = inhibition above about 16%, passing the limit was not always enough; also: strong numbers were not always called active
miR-122 sensor – blocks miR-122 activity in Huh7 sensor cells; activation (reporter increase), % at 12.5 µM; AID 602342; actives 0.3% (n = 340,000); Huh7 miR-122 Renilla luciferase sensor, 48 h; neutral wells = 0, positive control = 100;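 active = mean replicate activation score at least 90 and every replicate individually at or above 90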;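 also: higher luciferase means less miR-122 activity so hits act as miR-122 inhibitors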
An asterisk follows results filed as active; . = not tested or not shown; [ ] = another dose, or the depositor's remark.

SMILES	RAD54 branch	ERAP1 HTS inh	Cneo AK release	RAD52 anneal inh	PGC1a acetyl inh	E-sel inducer	PglD inh	miR-122 sensor
C[C@@H](NC(=O)C[C@H]1CC[C@H](NC(=O)CN2CCOCC2)[C@@H](CO)O1)c1ccccc1	-7	2	5	7	-8	0.2	1	4[16.7 µM]
COc1cc(CC(=O)N2CCC(n3nccc3NC(=O)C3CC3)CC2)cc(OC)c1OC	-5	2	-2	0	.	.	-2	-6
Cc1ccc(S(=O)(=O)N2[C@@H](c3ccc(Cl)cc3)C(C(=O)O)=C[C@H]2CC2CCCC2)cc1	8	-4	-2	-18	7	-0.1	4	11
COCCNC(=O)c1cc2cc(Br)cc(Br)c2oc1=O	-13	5	-1	-49	.	1.8	-9	-1
O=S(=O)(c1ccc2oc3ccccc3c2c1)N1CCOCC1	0	.	-2	.	-17	.	6	15
Cc1[nH]c2ccccc2c1C(=O)C(=O)NCCc1c[nH]c2ccccc12	7	-2	0	-25	-7	.	.	17
CC(C)NC(=O)N[C@@H]1CC[C@@H](CCNC(=O)C2CC2)O[C@H]1CO	0	0	-6	8	3	0.2	-1	.
CCCCN(C)c1c(C)nc2ccc(C(=O)NCc3ccc(OC)cc3)cn12	-3	4	2	9	8	1.9	0	-4
CC(C)NCC(O)c1ccc(O)c(O)c1 (stereo not drawn)	-1	-2	2	-13	6	1.0	0	-3
CC(=O)c1ccc(NC(=S)N(C)C2CCN(C)CC2)cc1	-1	.	1	.	.	1.0	-4	5
COC(=O)c1ccc(N2C(=O)CC(N3CCOCC3)C2=O)cc1 (stereo not drawn)	-5	.	4	.	7	.	2	-1
CO[C@H]1CN(C)C(=O)c2ccc(NC(=O)c3cccc(F)c3)cc2OC[C@@H](C)NC[C@@H]1C	-8	-2	1	-15	-1	0.1	0	12[16.7 µM]
Cc1ccccc1NC(=O)Cn1cccc1	4	1	0	-2	0	.	-3	-6
Cc1ccc(CNCC(=O)Nc2ccc(C)cc2Br)cc1	.	3	.	3	2	.	.	-4
C[C@@H]1CN([C@H](C)CO)C(=O)c2cccc(NC(=O)NC3CCCCC3)c2O[C@@H]1CN(C)S(=O)(=O)c1cn(C)cn1	9	2	-3	-1	8	-0.2	2	-1[16.7 µM]
CC(C)N(C)c1ncnc2c1ncn2[C@H]1CN(Cc2ccc(-c3ccccc3)cc2)C[C@@H](CO)O1	0	0	1	-15	.	0.0	-3	2
O=C(Nc1ccccc1O)c1ccc2c(c1)C(=O)N(Cc1ccco1)C2=O	0	-1	-3	-7	.	-1.5	1	2
O=C(N/N=C\c1c(F)c(F)c(F)c(F)c1F)c1ccc(-c2ccccc2)cc1	-5	-1	-1	-17	0	-0.2	-9	-4
COc1c(C)cc(S(=O)(=O)NCCN2CCOCC2)c(C)c1C	1	-3	-1	-5	-11	.	5	60
CN(C1CCS(=O)(=O)C1)S(=O)(=O)c1ccccc1 (stereo not drawn)	-3	-1	-1	2	4	2.0	-1	-4
COc1cccc(NC(=O)CN(C)C(=O)c2ccc(NC(=O)CC3SC(N4CCCC4)=NC3=O)cc2)c1 (stereo not drawn)	-21	-1	-2	-6	.	3.4	0	-2
Cc1nn(C)cc1/C=N/NC(=O)c1ccco1	-7	.	-7	-10	3	-0.4	-8	-5
C/C=C/c1cnc2c(c1)C(=O)N([C@H](C)CO)C[C@H](C)[C@@H](CN(C)C(=O)Nc1ccc(C(F)(F)F)cc1)O2	-6	0	-4	3	-3	-0.1	-1	0[16.7 µM]
O=C(C1=C[C@@H](C2CC2)C[C@@H](OCCCCO)O1)N1CCCCCCC1	-10	3	36	-7	2	.	0	.
CC(C)NC(=O)Nc1ccc2c(c1)CC(=O)N([C@H](C)CO)C[C@H](C)[C@H](CN(C)Cc1ccncc1)O2	1	-3	56	-8	0	0.0	-2	2[16.7 µM]
Cc1ccccc1C(=O)c1c[nH]c(C(=O)NCCc2ccccn2)c1	5	5	-1	-13	10	-0.2	0	-5
O=C(O)CC(CC(=O)O)c1ccsc1	3	3	0	-7	4	-0.1	-1	4
COc1cc(C(=O)Nc2ccc3c(c2)C(=O)N(CCC(=O)O)C3=O)cc(OC)c1OC	7	.	-1	.	14	.	-1	-1
Cc1ccc(NC(=O)CSc2nnnn2-c2cccnc2)c(C)c1	-11	-5	-2	-6	.	.	-6	.
O=C(NC1CCCCC1)c1ccc(CS(=O)Cc2ccccc2Cl)o1 (stereo not drawn)	13	0	-3	-22	3	.	0	.
Cc1cc(C)n2ncc(C(=O)NCc3cccnc3)c2n1	-4	.	-6	.	3	.	-4	2
COc1ccc(C(=O)Nc2ccc3c(c2)OCO3)cc1S(=O)(=O)N1CCOCC1	-4	-2	-1	-9	-13	-0.1	0	-1
COc1ccc(C(=O)C2CCCN(C(=O)C3=CCCC3)C2)c(C)c1 (stereo not drawn)	2	-5	-5	-7	-20	.	5	4
COc1ccc(NC(=O)Nc2ccc3c(c2)[C@@H]2C[C@@H](CC(=O)N4CCc5ccccc5C4)O[C@H](CO)[C@@H]2O3)cc1	-4	0	-2	-9	-13	0.2	2	-3[16.7 µM]
O=C1OC(CN2CCOCC2)CN1N=Cc1ccc([N+](=O)[O-])o1 (stereo not drawn)	-6	3	0	-20	1	-2.2	-4	-2
O=C(c1[nH]c(C(F)(F)F)nc1-c1ccccc1)N1CCC(Cc2ccccc2)CC1	-23	3	0	-9	10	-1.9	6	4
CCOC(=O)C1(Cc2ccccc2)CCN(Cc2cnn(C(C)C)c2)CC1	3	-1	1	19	-9	.	-3	1
C[C@@H]1CN([C@H](C)CO)C(=O)c2cccc(NC(=O)c3ccc(-c4nccs4)cc3)c2O[C@H]1CN(C)Cc1ccccc1	5	-7	-1	14	13	-0.3	-2	-9[16.7 µM]
C[C@@H]1C(=O)O[C@H](C)[C@H]1C[C@@H](O)[C@](C)(O)C1CC[C@@]2(O)C3=CC(=O)[C@@H]4C[C@@H](O)[C@@H](O)C[C@]4(C)C3CC[C@]12C (stereo partly drawn)	13	-3	2	-5	.	-0.1	-3	.
COc1ccc(COc2ccccc2C(=O)Nc2ccccn2)cc1[N+](=O)[O-]	1	0	-4	-4	10	.	-6	-4
CC(C)C(=O)Nc1ccc2c(c1)C(=O)N(C)[C@@H]1CC[C@H](CC(=O)O)O[C@@H]1CO2	0	1	-5	7	-3	0.4	-1	0[16.7 µM]
CCCCCCn1cnc2c(oc3nc4c(cc32)CCCC4)c1=O	0	7	3	-15	.	.	-4	.
Nc1ccc(-c2nc3ccc(N)cc3o2)cc1	-4	-18	-1	-13	.	.	-3	.
CCC(C)(C)NC(=O)C(C(C)C)N(CC1CCCO1)C(=O)CNS(=O)(=O)c1ccccc1 (stereo not drawn)	-4	0	-3	0	.	.	-3	-5
O=C1CC(Sc2ncccn2)C(=O)N1c1ccccc1 (stereo not drawn)	-3	0	0	-4	7	.	0	0
Cc1ccc(NC(=O)CSCC(=O)Nc2cccc(S(=O)(=O)N3CCCCCC3)c2)cc1	17	-1	2	-21	-7	.	-1	13
Cc1ccc(C(CNS(=O)(=O)c2ccc(F)cc2C)N2CCN(C)CC2)cc1 (stereo not drawn)	.	-5	.	6	-8	.	.	-5
Cc1ccc(-c2cc(C(=O)N3CC4(C)CC3CC(C)(C)C4)no2)cc1 (stereo not drawn)	-19	4	2	-6	.	0.0	-1	1
O=C(O)CN1C(=O)/C(=C\c2ccccc2OCc2ccc(F)cc2)SC1=S	13	32*	-2	-17	-8	0.0	-2	-9
COc1ccccc1NC(=S)NNC(=O)c1ccccc1	-3	.	-8	.	2	.	4	-1
Cc1ccc(S(=O)(=O)Nc2ccc3c(c2)CC(=O)N([C@@H](C)CO)C[C@H](C)[C@@H](CN(C)Cc2ccncc2)O3)cc1	4	1	0	-9	-4	2.3	-4	6[16.7 µM]
CC(C)CCNC(=O)CCCCn1c(=O)[nH]c2ccsc2c1=O	.	1	.	-11	-12	.	.	1
COc1cc(C(=O)NCCN2CCCC2)cc(OC)c1OC	-1	.	5	.	10	.	2	-4
CN(Cc1ccccc1)C(=O)COc1cc(=O)n(C)c2ccccc12	-6	.	-2	.	-3	.	-2	-3
C/C(=N/NC(=O)CNC(=O)Cc1ccccc1)c1ccc(Cl)cc1	-4	.	30	-13	3	0.1	2	-1
O=C(CN(Cc1ccccc1)S(=O)(=O)c1ccc(F)cc1)NCCC1=CCCCC1	1	.	3	.	.	.	2	10
Cc1ccc(S(=O)(=O)N2CCC(C(=O)N/N=C/c3cccnc3)CC2)cc1	-16	.	-1	.	-9	.	4	-4
COCCCN1C(=O)c2ccc(C(=O)N3CCN(c4ccc(OC)cc4)CC3)cc2C1=O	8	4	-3	8	1	.	-1	-1
Cc1ccc(S(=O)(=O)Nc2ccc3c(c2)C(=O)N([C@H](C)CO)C[C@H](C)[C@H](CN(C)CC2CC2)OCCCC[C@@H](C)O3)cc1	6	-5	2	-1	0	-0.2	4	-1[16.7 µM]
O=c1cc(N=Nc2ccc(Cl)cc2)[nH]c(=O)[nH]1	1	-2	3	-10	3	-0.2	-6	-3

Reformatted: 2 of the compounds above.
Values in the order: RAD54 branch	ERAP1 HTS inh	Cneo AK release	RAD52 anneal inh	PGC1a acetyl inh	E-sel inducer	PglD inh	miR-122 sensor
- CCC(C)(C)NC(=O)C(C(C)C)N(CC1CCCO1)C(=O)CNS(=O)(=O)c1ccccc1 (stereo not drawn)
→ -4	0	-3	0	.	.	-3	-5
- O=C1CC(Sc2ncccn2)C(=O)N1c1ccccc1 (stereo not drawn)
→ -3	0	0	-4	7	.	0	0

Laid out differently: entries from further up.
Every second line gives: RAD54 branch	ERAP1 HTS inh	Cneo AK release	RAD52 anneal inh	PGC1a acetyl inh	E-sel inducer	PglD inh	miR-122 sensor
CN(Cc1ccccc1)C(=O)COc1cc(=O)n(C)c2ccccc12
 : -6	.	-2	.	-3	.	-2	-3
O=C1CC(Sc2ncccn2)C(=O)N1c1ccccc1 (stereo not drawn)
 : -3	0	0	-4	7	.	0	0
Cc1ccc(NC(=O)CSCC(=O)Nc2cccc(S(=O)(=O)N3CCCCCC3)c2)cc1
 : 17	-1	2	-21	-7	.	-1	13

New compounds follow:
SMILES	RAD54 branch	ERAP1 HTS inh	Cneo AK release	RAD52 anneal inh	PGC1a acetyl inh	E-sel inducer	PglD inh	miR-122 sensor
O=C(N/N=C/c1ccc(F)cc1)c1cc(-c2ccc3c(c2)OCO3)n[nH]1	8	-2	2	-11	-6	.	-1	1
CCS(=O)(=O)N1CCCCN2[C@@H](CO)[C@@H](c3ccc(C#CC(C)(C)O)cc3)[C@@H]2C1	-3	2	1	-8	8	0.1	-2	4[16.7 µM]
COc1cccc(-n2c(=O)c3c(C)c(C(=O)N(C)C)sc3n(CC(=O)NCC3CCCO3)c2=O)c1 (stereo not drawn)	6	0	-1	-6	1	0.6	7	-7
CN1C(=O)c2cc(NC(=O)C3CCOCC3)ccc2OC[C@H]2O[C@@H](CC(=O)NCc3ccccc3F)CC[C@@H]21	1	-1	-4	-7	-1	-0.3	1	-5[16.7 µM]
CCNC(=O)[C@H]1[C@H](CO)[C@H]2Cn3c(ccc(-c4ccccc4OC)c3=O)[C@H]2N1S(C)(=O)=O	1	-1	2	3	.	-1.6	-2	-4[16.7 µM]
Cc1cccc(N2CCN(S(=O)(=O)c3ccc4c(c3)CCC(=O)N4)CC2C)c1 (stereo not drawn)	-4	.	-1	.	-2	.	3	-2
C[C@H]1CN([C@@H](C)CO)C(=O)c2cccc(NC(=O)c3cnccn3)c2O[C@@H]1CN(C)Cc1ccc(C(F)(F)F)cc1	-5	2	41	-9	5	.	4	63[16.7 µM]
COCCCNc1nc2nonc2nc1N1CCN2CCCC2C1 (stereo not drawn)	.	-2	.	-15	5	0.2	.	1
CC1(C)CN2C(=S)N(c3ccccc3)C(c3ccccc3)N2C1 (stereo not drawn)	0	.	4	.	-22	.	10	1

Compound activity as filed in PubChem BioAssay.
